HEK293 viab: cell viability loss counter-screen; HEK-293-SNCA-luc viability, GF-AFC fluorescence, 24 h; Potency, µM (top dose mostly 57.1 µM), inactives show top-dose activity change, negative = cytotoxicity, usual class: cytotoxic; 150,000 tested, 0.12% active; AID 1671193;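 also: potency is read from the fitted curve at half-maximal effect; 0% = DMSO-treated cells and -100% = medium-only wells without cells; nearly all actives have a fitted effect of over 30% in size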
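HEK-293-SNCA-luc cells (1500/well) plated 24 h, then exposed 24 h to a dilution series; GF-AFC added 30 min at 37C, fluorescence 405/540 nm; normalised to medium-only and DMSO wells, Hill fit.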
HEK293 tox: HEK 293 cell cytotoxicity; HEK 293 viability, ATP luminescence (CellTiter-Glo), 48-72 h; Potency, µM (doses to about 115 µM), inactives show top-dose activity change, negative = cytotoxicity, most hits filed as inhibitors; 94,000 tested, 6.6% active; also: potency is read from the fitted curve at half-maximal effect; nearly all actives have a fitted effect of over 60% in size
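qHTS cytotoxicity; HEK 293, 250 cells/well; compound pinned; 48 or 72 hr, 37 degree Celsius, 5% CO2, 95% humidity; CellTiter-Glo, 10 min RT; luminescence (ATP).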
NIH3T3 tox: NIH 3T3 cell cytotoxicity; NIH 3T3 viability, CellTiter-Glo ATP luminescence, 48-72 h; Potency, µM (titrated, usually from 96.7 µM), without a hit: at the top dose activity change, negative = cytotoxicity, most hits filed as inhibitors; 94,000 tested, 4.3% active; AID 1345082; also: potency is read from the fitted curve at half-maximal effect; nearly all actives have a fitted effect of over 55% in size
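Luminescent ATP readout (CellTiter-Glo, 10 min RT) after 48 or 72 hr compound exposure of NIH 3T3 cells seeded at 400 cells/well in 1536-well format; quantitative HTS.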
IP6K1 inhibitor: IP6K1 kinase inhibition; IP6K1 kinase, ADP-Glo luminescence, 2 h; hits give low values; Q92551; AID 1645851; activity change, % (series mostly up to about 58 µM); 140,000 tested, 0.81% active; in the data active = activity change below about -25%
Target sequence (Q92551 whole entry, looked up): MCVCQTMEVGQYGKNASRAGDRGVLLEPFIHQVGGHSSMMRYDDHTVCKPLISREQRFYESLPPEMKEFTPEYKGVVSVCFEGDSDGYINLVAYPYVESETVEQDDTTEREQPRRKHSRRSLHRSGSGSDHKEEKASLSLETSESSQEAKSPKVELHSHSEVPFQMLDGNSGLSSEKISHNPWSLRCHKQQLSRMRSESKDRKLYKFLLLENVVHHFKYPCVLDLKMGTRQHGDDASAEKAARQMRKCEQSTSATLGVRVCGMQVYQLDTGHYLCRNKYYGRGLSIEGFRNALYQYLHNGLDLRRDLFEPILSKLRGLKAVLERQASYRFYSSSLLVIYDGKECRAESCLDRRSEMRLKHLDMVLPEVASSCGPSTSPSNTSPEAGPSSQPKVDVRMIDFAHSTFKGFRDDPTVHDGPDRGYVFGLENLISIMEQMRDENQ
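ADP-Glo luminescence measures ADP made by human IP6K1 during a 2 h RT reaction with ATP/IP6 (mix at 1.3 mM/130 uM); top library doses 57.5 and 19.1 uM final.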
GPT2 inhibitor: blocks human glutamate pyruvate transaminase 2; AID 1671188; Q8TD30; Potency, µM (series often up to 57.7 µM), for the others: top-dose activity change, negative = inhibition, most hits filed as inhibitors; 100,000 tested, 0.25% active; Recombinant GPT2, coupled pyruvate oxidase/HRP Amplex Red fluorescence; also: potency is read from the fitted curve at half-maximal effect; nearly all actives have a fitted effect of over 60% in size; many of its hits are not listed in these tables
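GPT2 10ng/uL, a-KG 250uM, L-Ala 2mM, HEPES pH7.5 + 0.0001% Tween; 30 min RT. Then Amplex mix (PO/HRP/ThPP), 30 min RT dark, fluorescence. AOA 50uM used as positive control.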
SNCA expr inhib: reduces expression of the alpha-synuclein gene; HEK-293 SNCA-luciferase knock-in, luminescence, 24 h; Potency, µM (titrated, usually from 57.2 µM), without a hit: at the top dose activity change, negative = inhibition, actives largely listed as inhibitors; 140,000 tested, 0.17% active; AID 1671194;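 also: potency is read from the fitted curve at half-maximal effect; plate controls were DMSO cells for no effect and cell-free wells for full effect; nearly all actives have a fitted effect of over 45% in size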
Luciferase inh: inhibitors of firefly (Photinus pyralis) luciferase; P08659; purified P. pyralis luciferase, luminescence, biochemical; Potency, µM (series often up to 115 µM), for inactives: top-dose activity change, negative = inhibition, actives largely listed as inhibitors; 76,000 tested, 2.5% active; AID 1347043; also: potency is read from the fitted curve at half-maximal effect; nearly all actives have a fitted effect of over 65% in size
Target sequence (P08659 whole entry, looked up): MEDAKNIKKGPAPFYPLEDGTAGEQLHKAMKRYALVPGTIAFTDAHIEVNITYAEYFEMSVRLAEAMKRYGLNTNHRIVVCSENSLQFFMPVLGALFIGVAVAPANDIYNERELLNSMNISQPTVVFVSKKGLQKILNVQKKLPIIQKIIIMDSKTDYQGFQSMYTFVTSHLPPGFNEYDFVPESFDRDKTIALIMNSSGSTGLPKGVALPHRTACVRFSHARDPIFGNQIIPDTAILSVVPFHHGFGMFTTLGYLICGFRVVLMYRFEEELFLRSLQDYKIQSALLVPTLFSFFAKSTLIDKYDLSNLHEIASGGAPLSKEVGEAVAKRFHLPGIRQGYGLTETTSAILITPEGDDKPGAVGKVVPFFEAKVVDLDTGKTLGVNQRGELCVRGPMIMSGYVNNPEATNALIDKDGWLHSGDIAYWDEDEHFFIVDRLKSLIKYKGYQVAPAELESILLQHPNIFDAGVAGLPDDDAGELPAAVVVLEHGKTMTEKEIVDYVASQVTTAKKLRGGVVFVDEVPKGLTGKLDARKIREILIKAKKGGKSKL
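Cell-free enzyme assay, 10nM P. pyralis luciferase, luciferin and ATP each at 10uM. Inhibition profiled over a 6-point titration, read as luminescence.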
* = called active by the depositor; i = inactive; ? = inconclusive; nt = no result given; & = joins results of further samples; [ ] = dose if it differs, or a comment. Unless noted, calls follow the shape of the dose curve; as a rule, active = well fitted curve in the direction sought with a large enough effect; inconclusive = small, poorly fitted or top-dose-only effect, or another doubt; inactive = no such curve, though single readings can be large; an effect the other way counts as inactive or inconclusive. Unless noted, % is scaled to controls: 0 for no effect and ±100 for the full control effect.

SMILES	HEK293 viab	HEK293 tox	NIH3T3 tox	IP6K1 inhibitor	GPT2 inhibitor	SNCA expr inhib	Luciferase inh
COC(=O)c1ccccc1NC(=O)CCCS(=O)(=O)c1nc(-c2ccccc2OC)cc(C(F)(F)F)n1	9%	nt	nt	-18	nt	30%[activator]	nt
CCOC(=O)C1CCN(S(=O)(=O)c2ccc(N3CCCCS3(=O)=O)cc2)CC1	10%	nt	nt	-8	nt	-6%	nt
O=C(O)CCC(=O)N1Cc2ccccc2CC2(CCN(Cc3cccnc3)C2)C1 (configuration not stated)	5%	-10%	i	-15	-10%	-22%	nt
CNC(=O)[C@@H]1CN(C(=O)c2n[nH]c3ccccc23)C[C@H]1c1n[nH]c(C)n1	-11%	3%	i	15	-1%	-7%	-7%
CCc1nc2ccccc2n1CCCCOc1cccc(C)c1	11%	nt	nt	1	nt	-27%	nt
Oc1ccccc1-c1nnco1	11%[23.9 µM]	nt	nt	8	i	-52%[25.6 µM]	nt
COCCNC(=O)C(=O)Nc1ccc2nc3n(c(=O)c2c1)CCCCC3	-11%	nt	nt	1	nt	12%	nt
Cc1nc(-c2c3n(c(=O)n(CC(=O)Nc4cc(Cl)ccc4C)c2=O)CCCCC3)no1	-4%	?	-4%	24	-8%	-33%	2%
Cc1noc(C)c1-c1cc2cc(CO)oc2c(N2CCN(c3ccccn3)CC2)n1	-12%[87.6 µM]	71µM*	?	16	2%[88.5 µM]	56%[activator][87.6 µM]	7%[172 µM]
Cc1cc2c(c(=O)o1)C=C1CC[C@H]([C@H](C)Cn3cnc(=N)c4[nH]cnc43)C[C@@H]1O2	-21%	nt	nt	0	-8%	nt	nt
O=C(Cn1cccc1-c1nc(-c2ccccc2)no1)N1CCN(c2ccccc2)CC1	1%	6%	i	21	i	8%	0%
CC(C)c1c(C(=O)Nc2ccccc2)c(-c2ccccc2)c(-c2ccc(F)cc2)n1CC[C@@H](O)C[C@@H](O)CC(=O)O	-18%&18%[23.9 µM]	nt	nt	-18&-2	3%[17.1 µM]	-14%[25.6 µM]	nt
O=S(=O)(c1cccc(F)c1)N1CC(c2nnc(-c3ccncc3)o2)C2(CCOCC2)C1 (configuration not stated)	-2%	2%	-5%	5	i	?	-1%
CCN1c2cc(C(=O)N3CCN(C4CCCCC4)CC3)ccc2C(=O)N2CCCCC21 (configuration not stated)	16%[12.5 µM]	?	-14%	-19	i	-14%	0%
COc1ccccc1NC(=O)N1CCc2cc(OC)c(OC)cc2C1CNC(C)=O (configuration not stated)	-11%	i	-3%	-18	i	-1%	2%
CN1C(=O)CCC2(CNC(=O)CCc3ccccc3)CCC=C12 (configuration not stated)	-1%	i	-10%	-8	3%	-16%	nt
O=C(Nc1ccc2c(c1)OCCO2)N1CCC2(CC1)CC(Cc1nc(-c3cnccn3)no1)CCO2 (configuration not stated)	0%	-21%	-20%	14	i	70%[activator]	-9%
CCOC(=O)CCNC(=O)N1c2ccccc2CC1c1nc(C2CC2)no1 (configuration not stated)	-13%	8%	3%	23	-10%	5%	-14%
O=C([C@@H]1C[C@H](Oc2ccccc2)CN1C(=O)CCc1c[nH]c2ccccc12)N1CCOCC1	16%	-20%	-23%	2	1%	6%	-3%
O=C(Cn1c(=O)n2nc(-c3cccc(F)c3)nc2c2ccccc21)N1CCN(c2ccc(F)cc2)CC1	-12%	nt	nt	10	nt	?	nt
O=[S+]([O-])(c1cccs1)N1CCc2nc(-c3ccc(Cl)cc3)nc(-c3ccccc3)c2C1	18%	?	-17%	6	i	-16%	-12%
CCOC(=O)N1CCN(S(=O)(=O)N2CCCC(C(=O)NCc3cc(Br)ccc3OC)C2)CC1 (configuration not stated)	-3%	nt	nt	31	nt	-18%	nt
Cc1cc(C)c2oc(C(=O)Nc3ccc(S(=O)(=O)Nc4ncccn4)cc3)cc(=O)c2c1	8%	nt	nt	9	nt	-4%	nt
COc1ccc(NCc2cccn2-c2nnc(N3CCOCC3)s2)c(OC)c1	-1%	nt	nt	-2	nt	?	nt
Cc1nc([C@@H]2CN(C(=O)Cc3cccnc3)C[C@H]2C(N)=O)n[nH]1	9%	1%	i	-1	i	55%[activator]	1%
CC(=O)Nc1ccc2c(c1)nc1n2[C@@H](CNC(=O)c2ccccc2)COC1	-16%[87.6 µM]	i	3%[138 µM]	3	-1%[88.5 µM]	-21%[87.6 µM]	-24%[172 µM]
COc1ccnc(-c2nnc3ccc(N(C)c4ccccc4)nn23)c1	?	45µM*	20µM*	-39*	1%[88.5 µM]	?	-1%[172 µM]
CCCCC(=O)NC1CCN(c2cnn(Cc3ccccc3)c(=O)c2)CC1	-3%	?	-16%	13	i	11%	1%
COC(=O)c1ccccc1NC(=O)c1cc(CN2CCOCC2)on1	12%	nt	nt	5	nt	48%[activator]	nt
O=C(NC[C@H]1Cn2c(-c3ccc(F)cc3)cnc2CO1)c1cccnc1	2%[87.6 µM]	-19%[172 µM]	-30%[138 µM]	11	i	12%[87.6 µM]	?
Cc1nc2c(c(-c3ccc(Cl)cc3)n1)CCN(C(=O)c1ccccc1C)CC2	2%	4%	-24%	-18	i	-3%	-1%
Cc1ccc(Cn2c(=O)n(CCc3ccccc3)c(=O)c3sc4ccccc4c32)cc1	7%	nt	nt	5	nt	64%[activator]	nt
COc1ccc(/C=C/C(=O)O[C@@H]2[C@@H](O)[C@H](C)O[C@@H](O[C@H]3[C@@H]4C=CO[C@@H](O[C@H]5O[C@@H](CO)[C@H](O)[C@@H](O)[C@@H]5O)[C@@H]4[C@@]4(CO)O[C@@H]34)[C@@H]2OC(C)=O)cc1	-7%[23.9 µM]	nt	nt	-12	5%[17.1 µM]	nt	nt
O=C(Nc1c(C(=O)Nc2ccc(F)cc2)oc2ccccc12)c1cc2ccccc2o1	13%	nt	nt	-6	nt	27%	nt
Cc1cccc(-n2ncc3c(N4CCCCCC4)ncnc32)c1	5%	nt	nt	19	nt	?	nt
Cc1ccc2c(n1)OC(COc1ccccc1)CN(Cc1cccs1)C2=O (configuration not stated)	?	?	?	12	i	4%[25.6 µM]	nt
Cc1ccc(CNC(=O)C2Cn3cccc3C(=O)N2)o1 (configuration not stated)	2%	i	i	10	i	13%	-1%
CN(C)C[C@@H]1CN(Cc2ccccn2)C[C@H]1NC(=O)c1ccc(Cl)cc1	2%	?	-29%	19	i	-4%	3%
COc1cccc(-c2cc3c(=O)n(CCNC(=O)Cc4ccccc4C)ccn3n2)c1	1%	4%	-17%	-4	-16%	24%	?
CN(C)C(=O)N1CCC(C(=O)N2CCCC2c2nc3ccncc3[nH]2)CC1 (configuration not stated)	4%	-3%	-6%	3	i	3%	nt

Laid out differently: eleven of the compounds above.
SMILES,HEK293 viab,HEK293 tox,NIH3T3 tox,IP6K1 inhibitor,GPT2 inhibitor,SNCA expr inhib,Luciferase inh
O=C(NC[C@H]1Cn2c(-c3ccc(F)cc3)cnc2CO1)c1cccnc1,2%[87.6 µM],-19%[172 µM],-30%[138 µM],11,i,12%[87.6 µM],?
Cc1nc2c(c(-c3ccc(Cl)cc3)n1)CCN(C(=O)c1ccccc1C)CC2,2%,4%,-24%,-18,i,-3%,-1%
Cc1ccc(Cn2c(=O)n(CCc3ccccc3)c(=O)c3sc4ccccc4c32)cc1,7%,nt,nt,5,nt,64%[activator],nt
COc1ccc(/C=C/C(=O)O[C@@H]2[C@@H](O)[C@H](C)O[C@@H](O[C@H]3[C@@H]4C=CO[C@@H](O[C@H]5O[C@@H](CO)[C@H](O)[C@@H](O)[C@@H]5O)[C@@H]4[C@@]4(CO)O[C@@H]34)[C@@H]2OC(C)=O)cc1,-7%[23.9 µM],nt,nt,-12,5%[17.1 µM],nt,nt
O=C(Nc1c(C(=O)Nc2ccc(F)cc2)oc2ccccc12)c1cc2ccccc2o1,13%,nt,nt,-6,nt,27%,nt
Cc1cccc(-n2ncc3c(N4CCCCCC4)ncnc32)c1,5%,nt,nt,19,nt,?,nt
Cc1ccc2c(n1)OC(COc1ccccc1)CN(Cc1cccs1)C2=O (configuration not stated),?,?,?,12,i,4%[25.6 µM],nt
Cc1ccc(CNC(=O)C2Cn3cccc3C(=O)N2)o1 (configuration not stated),2%,i,i,10,i,13%,-1%
CN(C)C[C@@H]1CN(Cc2ccccn2)C[C@H]1NC(=O)c1ccc(Cl)cc1,2%,?,-29%,19,i,-4%,3%
COc1cccc(-c2cc3c(=O)n(CCNC(=O)Cc4ccccc4C)ccn3n2)c1,1%,4%,-17%,-4,-16%,24%,?
CN(C)C(=O)N1CCC(C(=O)N2CCCC2c2nc3ccncc3[nH]2)CC1 (configuration not stated),4%,-3%,-6%,3,i,3%,nt

The results go on.
SMILES	HEK293 viab	HEK293 tox	NIH3T3 tox	IP6K1 inhibitor	GPT2 inhibitor	SNCA expr inhib	Luciferase inh
CC(=O)c1cccc(NC(=O)c2cc3c(s2)-c2c(C)cccc2OC3)c1	-18%	nt	nt	-8	nt	-23%	nt
COc1ccc(-c2nc(-c3ccccc3)c(-c3ccc(F)cc3)[nH]2)c(OC)c1C	-1%	nt	nt	1	nt	-6%	nt
CCCn1cc(-c2ccncc2)cc1C(=O)Nc1ccccc1C	-1%	?	?	-4	i	66%[activator]	-6%
COc1ccc(CC(=O)NCCc2csc(-c3cccc(F)c3)n2)cc1OC	-14%	nt	nt	7	nt	-10%	nt
CC(C)(O)CCc1ccc(C(=O)N2CCOc3ccc(Cl)cc3C2)cc1	-3%	?	?	-8	-18%	-3%	-8%
COc1ccccc1CNC(=O)c1cccc(Nc2nc3ccccc3n3nnnc23)c1	0%	nt	nt	2	nt	48%[activator]	nt
COc1c2c(c(C)c3c1C(=O)OC3)OC1(C)CC(O)C34OC(OC)(CCC3(C)C1C2)OC4(C)CO (configuration not stated)	-10%[23.9 µM]	nt	nt	1	-26%[27.3 µM]	nt	nt
C=CCCC(CN1CCSCC1)Oc1nccc(C)n1 (configuration not stated)	-3%	-3%	-19%	5	?	?	0%
COc1ccc(CCNC(=O)CCn2ccn3nc4c(c3c2=O)CCCC4)cc1OC	-17%	1%	i	25	-1%	-20%	-6%
CN1CCCCCCN(S(=O)(=O)c2cccs2)[C@H]2CCC[C@H]2C1=O	14%	?	-8%	-12	-2%	0%	7%
Cc1nc(C(C)C)sc1C(=O)N(C)Cc1cc(C2CC2)n[nH]1	-25%	-16%	-7%	-1	2%	?	7%
O=C(Nc1ccc2nc(SCC(=O)N3CCc4ccccc43)sc2c1)c1cccc(F)c1	-1%	nt	nt	-6	nt	?	nt

Not a hit list (roughly 7.7% active in at least one column).
